Screening data (PubChem)
Runt-SMMHC FRET = blocks binding of human RUNX1 Runt domain to CBFb-SMMHC; actives 0.74% (n = 220,000); inhibition, % at 20 µM; Q01196+Q13951; Cerulean-Runt/Venus-CBFb-SMMHC FRET ratio 530/480, 1 h;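 active = mean inhibition across duplicate retests at 20 µM reaching about 50%, limit read from the data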;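 note: 0% = DMSO wells and 100% = wells with excess untagged CBFb-SMMHC; inhibitors lower the FRET ratio by blocking Runt binding to CBFb-SMMHC; some results filed as inactive read as strong as hits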
Hck Nef HTS = human Hck-Nef kinase inhibition. Recombinant Hck-YEEI plus Nef, Z-Lyte FRET kinase assay. actives 0.68% (n = 220,000). inhibition, % at 20 µM. AID 463187. P08631;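 active = Hck-Nef kinase inhibition above about 50%, limit read from the data; inactive = inhibition below that limit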;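 note: 0% = DMSO with Hck plus Nef and 100% = Hck alone without Nef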
KLK5 inh = kallikrein 5 (human) inhibition | recombinant hK5, fluorogenic AMC substrate cleavage | inhibition, % at 5 µM | actives 0.59% (n = 210,000);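 active = inhibition of 40% or more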;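 note: 0% = enzyme controls without compound and 100% = no-enzyme blanks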
Runt-CBFb FRET = Runt domain-CBFb interaction inhibition; Q01196+Q13951; Cerulean-Runt/Venus-CBFb FRET ratio 530/480, 1 h; inhibition, % at 20 µM; actives 0.46% (n = 220,000); AID 1496;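 active = inhibition over about 50% at 20 µM in the single-dose screen, limit read from the data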;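 note: 0% = DMSO wells and 100% = excess unlabeled CBFb competitor control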
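test system = Cerulean-tagged RUNX1 Runt domain (FRET donor) fusion protein | reagent = Venus-CBFb binding partner, 100 nM | incubation = protein complex preformed 1 h, compound exposure 1 h, room temperature, dark | detection = FRET fluorescence | read-out basis = loss of energy transfer signal | controls = 5 µM unlabeled CBFb as full-inhibition high control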
FXIIa inh 1536 = inhibitors of human coagulation factor XIIa; P00748; purified FXIIa, Boc-QGR-AMC fluorogenic substrate, 2 h; inhibition, % at 5 µM; actives 0.3% (n = 220,000); in the data active = inhibition above about 40%;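 note: 0% = enzyme with no compound and 100% = blank without enzyme; many of its hits are not listed in these tables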
Wee1 degr inh = human Wee1 degradation inhibition, primary screen. actives 1.2% (n = 220,000). reporter increase, % at 5 µM. P30291. HeLa Luc-Wee1K328M stability, luciferase luminescence; 100% = proteasome inhibitor MG132 effect;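 active = activation above the mean of all tested compounds plus 3 SD, set per screening run, cut at about 8.8% in these data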;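 note: cells exposed to compound for 20 h before luminescence read; 0% = DMSO alone and 100% = MG132 at 30 µM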
14-3-3 Bad PPI = disrupts binding of bovine 14-3-3 zeta to phospho-Bad peptide; TR-FRET 14-3-3zeta/Dy647-pBad peptide displacement, 1 h; P63103; inhibition, % at 21.7 µM; actives 0.71% (n = 220,000);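 active = inhibition above about 70%, limit read from the data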;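 note: 0% = full 14-3-3 plus peptide FRET controls and 100% = background without 14-3-3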
Target sequence (P63103 whole entry, looked up): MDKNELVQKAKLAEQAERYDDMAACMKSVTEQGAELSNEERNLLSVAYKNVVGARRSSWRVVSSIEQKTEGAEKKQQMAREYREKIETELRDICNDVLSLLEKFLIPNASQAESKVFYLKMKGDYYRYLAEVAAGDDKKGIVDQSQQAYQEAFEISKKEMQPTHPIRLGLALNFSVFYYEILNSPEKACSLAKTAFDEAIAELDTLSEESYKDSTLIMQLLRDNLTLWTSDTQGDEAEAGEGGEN
FXIa inh = factor XIa (human) inhibition; P03951; purified FXIa, Boc-Glu-Ala-Arg-AMC fluorogenic substrate; inhibition, % at 5 µM; actives 0.14% (n = 220,000); AID 798;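 active = inhibition of at least 40%; inactive = inhibition below 40%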;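 note: fluorescence of freed AMC excited at 355 nm; 0% = enzyme without compound and 100% = no enzyme blank; many of its hits are not listed in these tables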
Target sequence (P03951 19-387 limits assumed): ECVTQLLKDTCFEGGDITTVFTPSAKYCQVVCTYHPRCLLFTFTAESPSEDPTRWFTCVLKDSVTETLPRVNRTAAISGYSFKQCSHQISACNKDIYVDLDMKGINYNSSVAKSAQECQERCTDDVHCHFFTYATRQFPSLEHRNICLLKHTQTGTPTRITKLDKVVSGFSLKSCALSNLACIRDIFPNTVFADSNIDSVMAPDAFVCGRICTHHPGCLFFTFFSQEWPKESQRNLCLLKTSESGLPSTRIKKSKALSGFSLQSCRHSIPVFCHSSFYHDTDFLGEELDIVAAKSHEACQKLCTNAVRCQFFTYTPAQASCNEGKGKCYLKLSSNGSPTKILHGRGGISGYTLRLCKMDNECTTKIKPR
Target sequence (P03951 388-625 limits assumed): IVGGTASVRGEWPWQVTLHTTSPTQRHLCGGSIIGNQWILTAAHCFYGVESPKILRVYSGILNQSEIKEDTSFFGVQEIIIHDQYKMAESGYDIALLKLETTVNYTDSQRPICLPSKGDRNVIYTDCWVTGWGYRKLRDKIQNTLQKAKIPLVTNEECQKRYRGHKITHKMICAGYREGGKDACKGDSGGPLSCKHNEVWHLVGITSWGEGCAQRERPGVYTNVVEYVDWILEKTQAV
thrombin 1536 = thrombin (human) inhibition; inhibition, % at 5 µM; P00734; alpha-thrombin, Boc-VPR-AMC fluorogenic substrate cleavage; actives 0.26% (n = 220,000);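 active = inhibition at or above 40%; inactive = inhibition below 40%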;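 note: 0% = enzyme with no compound and 100% = wells without enzyme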
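Assay system: human alpha-thrombin enzyme. Reagent: Boc-VPR-AMC substrate, 15 µM final. Compound dosing: one concentration per compound, 5 µM, with 0.2% DMSO. Incubation: room-temperature reaction. Technique: AMC fluorescence, 355/460 nm. Measure: % inhibition relative to enzyme controls and enzyme-free blanks.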
Numbers without * were called inactive; · = not tested or not shown; [ ] = remark or other dose.

Runt-SMMHC FRET,Hck Nef HTS,KLK5 inh,Runt-CBFb FRET,FXIIa inh 1536,Wee1 degr inh,14-3-3 Bad PPI,FXIa inh,thrombin 1536,canonical_smiles
13,22,-3,4,2,2,-8,-3,-1,NS(=O)(=O)c1ccc(N/C=C\C(=O)c2ccc(F)cc2)cc1
0,3,-6,2,11,-2,-2,1,-3,COCC(=O)N(Cc1cc2ccccc2[nH]c1=O)c1ccccc1OC
3,5,-23,1,4,-2,-18,-3,-4,CCOc1ccccc1NC(=S)N1CCC(c2nc3ccccc3o2)CC1
3,3,4,8,13,7,-6,5,-1,COc1cccc(/C=N/c2oc(-c3ccccc3)cc2C#N)c1O
-14,12,-25,-3,7,0,-5,4,-4,COC(=O)c1ccc2c(=O)n(Cc3ccc(C(=O)NC4CCCC4)cc3)c(=S)[nH]c2c1
0,-4,-27,-1,33,0,-6,0,5,Nc1ncn(C(=O)c2ccco2)n1
-1,0,-12,1,-1,-3,-1,-7,-10,CC(C)(CO)NCc1cccc(OCc2ccc(Cl)cc2)c1
0,-6,-6,3,5,-2,-2[fluorescence artefact?],-1,-1,Cc1cc(C)n(-c2nc3ccccc3nc2N2CCOCC2)n1
0,1,-8,2,3,0,-5,-18,-2,COCCSc1ccccc1C(=O)Nc1nncs1
0,-2,1,-1,5,-1,-1,0,-3,CC(C)(C)c1ccc(OCC(O)CSc2ncn[nH]2)cc1 (stereo not drawn)
0,31,-2,0,5,2,-2,3,3,CS(=O)(=O)c1ccc(Cl)c(NC(=O)CCc2ccccc2)c1
-3,16,2,-3,7,-2,-8,-2,2,COc1ccc(C(C(=O)NCCC(C)C)N(CCN2CCOCC2)C(=O)Cn2nnc3ccccc32)c(OC)c1 (stereo not drawn)
-2,2,-13,0,15,0,-7,6,2,CC(N=c1ccccn1C(=O)Nc1cccc(C(F)(F)F)c1)c1ccco1 (stereo not drawn)
0,0,9,-1,12,-1,7,-22,0,CCOC(=O)c1c(-c2cccs2)csc1NC(=O)CCCC(=O)O
-6,7,-4,0,7,1,-5,8,-4,CCC(=O)OCC(=O)Nc1ncc(C(F)(F)F)cc1Cl
-2,17,-6,-10,4,1,-9,-3,-8,Cc1onc(C(=O)NN)c1C(=O)N1CCN(C(c2ccccc2)c2ccccc2)CC1
-4,-4,-18,-1,11,1,3,5,4,Cc1c(-c2cccs2)[n+](=O)c2c(n1[O-])CCCC2
-5,0,-14,1,-22,2,-7,-9,-6,O=C(c1ccc(Cn2cc(Br)cn2)o1)N1N=C(C(F)F)CC1(O)C(F)F (stereo not drawn)
0,0,2,0,0,5,-11,-6,3,NC(=S)N1OC[C@@H]2COc3ccc4ccccc4c3[C@@H]21
-8,0,12,·,18,-1,25,4,-2,O=C(NCCc1ccccc1)c1ccc([N+](=O)[O-])cc1
2,2,-20,0,22,7,4,20,-3,O=C(/C=C/c1ccccc1Cl)N1CCN(c2ncccn2)CC1
-2,18,-4,5,-3,-2,-1,-9,-5,Cc1ccc(C2CC(c3ccco3)n3nc(N)nc3N2)cc1 (stereo not drawn)
0,4,-5,-7,7,4,-8,2,-3,COC(=O)CCCCCN1C(=O)/C(=C\c2ccncc2)SC1=S
-6,2,-4,2,12,-1,4[fluorescence artefact?],-10,1,COc1ccc(CNC(=O)c2c(O)c3cccc4c3n(c2=O)CCC4)cc1OC
-6,3,-19,-3,4,1,-28[fluorescence artefact?],-4,-11,COc1cc(OC)cc(C(=O)OCc2cc3ccccc3[nH]c2=O)c1
-6,23,-6,0,4,-2,47,3,-6,CCN1CCN(CCCOc2ccc(Cl)cc2Br)CC1
0,0,0,1,17,0,-10,2,-3,CC(C)c1nnc(NC(=O)C2c3ccccc3Oc3ccccc32)s1
0,4,-2,-2,2,-2,1[fluorescence artefact?],-5,-5,O=C(OCC(=O)N1CCCCC1)c1cc(NS(=O)(=O)c2ccc(Cl)c([N+](=O)[O-])c2)ccc1O
1,-1,·,-1,-1,6,-4,-4,-2,COC(=O)c1c(CSc2cccc(C)c2)noc1C(=O)NCc1ccco1
-4,-1,-1,-2,14,-1,6,6,0,Cc1ccc(C(=O)O/N=C(\N)c2cccc([N+](=O)[O-])c2)cc1
-133,-13,5,-130,9,·,0,4,-1,Cc1ccc(CNC(=O)c2ccc3c(=O)c(O)c(-c4ccc(C)cc4)[nH]c3c2)cc1
-1,2,-15,-2,8,2,4[fluorescence artefact?],4,0,CCOc1ccc(/C=N/NC(=O)C2(O)c3ccccc3-c3ccccc32)cc1
-1,1,0,-1,3,-3,-6[fluorescence artefact?],-3,3,Cc1cc(-c2nnc3n2N=C(c2ccc(-c4ccccc4)cc2)CS3)n[nH]1
-6,1,-4,4,6,4,3,6,2,CC1C(=O)CC(c2ccco2)NC1c1ccco1 (stereo not drawn)
-1,-1,-15,3,10,-2,6[fluorescence artefact?],7,3,COc1ccccc1-c1n[nH]c(=S)o1
1,-1,1,-4,5,-2,-2,-7,-5,CC(C)COc1ccc(C(=O)N(Cc2ccco2)C2CCS(=O)(=O)C2)cc1 (stereo not drawn)
-2,-1,-29,0,6,-3,-2[fluorescence artefact?],1,-12,Brc1cccc(-c2nnc3sc(CNC4CCCC4)cn23)c1
1,-6,4,-2,9,-2,0,9,17,O=C1c2ccccc2C(=O)C1c1ccccc1
-62,-5,-14,-104,14,0,-19[fluorescence artefact?],10,-2,CCCCN(C)CC(O)Cn1cc(/C=C/C(=O)c2cccs2)c2ccccc21 (stereo not drawn)
-2,3,0,3,10,-3,1,1,-4,COc1ccc(CCNS(=O)(=O)c2cccc3cccnc23)cc1OC
3,1,-7,-2,0,0,-1,-4,-14,CCOc1ccc(-n2cc(-c3ccccc3)c3c(SC(C)C(=O)OC)ncnc32)cc1 (stereo not drawn)
-1,0,3,4,11,0,0,5,5,O=C(CCS(=O)(=O)Cc1ccccc1)N1CCN(c2ccccc2)CC1
0,12,-6,0,2,-5,-9,2,·,CC(Sc1ccsc1[N+](=O)[O-])C(=O)N1CCN(c2ccccn2)CC1 (stereo not drawn)
12,1,-27,30,0,-2,11[fluorescence artefact?],6,-5,CCOC(=O)c1c(C2COc3ccccc3O2)csc1NC(=O)c1ccco1 (stereo not drawn)
0,-23,1,0,9,11*,-7,1,-5,COc1ccc(C2=NN(S(=O)(=O)c3ccccc3)C(c3ccccc3)C2)cc1 (stereo not drawn)

Reprinted from the part before: three entries, then new ones.
Runt-SMMHC FRET,Hck Nef HTS,KLK5 inh,Runt-CBFb FRET,FXIIa inh 1536,Wee1 degr inh,14-3-3 Bad PPI,FXIa inh,thrombin 1536,canonical_smiles
0,12,-6,0,2,-5,-9,2,·,CC(Sc1ccsc1[N+](=O)[O-])C(=O)N1CCN(c2ccccn2)CC1 (stereo not drawn)
12,1,-27,30,0,-2,11[fluorescence artefact?],6,-5,CCOC(=O)c1c(C2COc3ccccc3O2)csc1NC(=O)c1ccco1 (stereo not drawn)
0,-23,1,0,9,11*,-7,1,-5,COc1ccc(C2=NN(S(=O)(=O)c3ccccc3)C(c3ccccc3)C2)cc1 (stereo not drawn)
2,14,-4,0,9,1,2,4,-5,COc1ccc(C(CCNCc2ccc(OC(C)C)cc2)C(C)C)cc1 (stereo not drawn)
1,0,-5,3,3,9,7,-10,-18,O=C(Nc1ccc(Cl)cc1)C1CC(=O)n2c(nc3ccccc32)N1 (stereo not drawn)
-3,12,-17,8,6,3,30[fluorescence artefact?],-2,-1,O=C(CSc1nnc(-c2ccncc2)n1Cc1ccco1)Nc1nc(-c2ccccc2)cs1
-1,0,-1,0,13,-3,2,9,5,O=C(CSc1nnnn1-c1ccccc1)N1CCCc2ccccc21
-1,-1,3,0,13,1,-2,1,3,COC(=O)Nc1ccc(S(=O)(=O)N2c3ccccc3CCC2C)cc1 (stereo not drawn)
1,20,4,0,8,-2,-7,2,-1,N/C(=N\N=C\c1ccco1)SC1CC(=O)N(c2ccccc2)C1=O (stereo not drawn)
0,26,1,7,8,0,-4,3,0,O=C(N/N=C\C=C\c1ccco1)c1cncc(Br)c1
2,-1,-14,-5,17,0,4,10,3,CCCn1c(N2CCC(Cc3ccccc3)CC2)nc2c1c(=O)[nH]c(=O)n2C
3,-17,-1,-1,2,0,10,-1,0,O=C(COC(=O)CCc1ccccc1)NC12CC3CC(CC(C3)C1)C2
-236,30,4,-95,13,3,1,4,2,CCN(CC)S(=O)(=O)c1ccc(C(=O)/C=C/c2ccc(-c3ccc([N+](=O)[O-])cc3)o2)cc1
3,1,118*,0,24,-4,-14,11,15,CCOc1ccccc1NC(=O)CCc1ccc(C)o1
-6,2,-4,-1,5,-1,-9[fluorescence artefact?],-3,-2,CCN(CC)Cc1csc(C(N)=O)c1
0,21,-4,0,5,-3,-15,4,-6,O=C(COC(=O)C12CC3CC(CC(Br)(C3)C1)C2)N1CCOCC1
-1,-2,-1,-1,4,-2,-10[fluorescence artefact?],-2,-2,Cc1ccc(Cn2c(SCCN3CCCCC3)nc3c2c(=O)n(C)c(=O)n3C)cc1

Compound profiles, as listed above. Order of screens: Runt-SMMHC FRET	Hck Nef HTS	KLK5 inh	Runt-CBFb FRET	FXIIa inh 1536	Wee1 degr inh	14-3-3 Bad PPI	FXIa inh	thrombin 1536
`O=C(N/N=C\C=C\c1ccco1)c1cncc(Br)c1` in the list: 0	26	1	7	8	0	-4	3	0
`COC(=O)Nc1ccc(S(=O)(=O)N2c3ccccc3CCC2C)cc1` (stereo not drawn) in the list: -1	-1	3	0	13	1	-2	1	3
